Source: PubChem BioAssay
ATG4B inhibitor: inhibitors of human ATG4B cysteine protease; 340,000 tested, 0.51% active; inhibition, % at 8.33 µM; ATG4B cleavage of LC3-PLA2, NBD-HPC fluorescence, 1 h; in the data active means inhibition above about 40%
SENP6 block: SENP6 protease inhibition; Recombinant SENP6 catalytic domain, aminoluciferin luminescence; inhibition, % at 10 µM; 330,000 tested, 1.8% active; AID 2599;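 active means inhibition above about 50% at the single tested dose, limit read from the data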;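 further: plate controls were DMSO wells with enzyme for no effect and DMSO wells lacking enzyme for full effect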
MPTP block: permeability transition pore inhibition. isolated mouse mitochondria, Ca2+ swelling absorbance, 30 min. inhibition, % at 10 µM. 360,000 tested, 1.4% active. AID 602449;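 active means inhibition of 50% or more, scaled per plate between neutral and stimulator controls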;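 further: 0% = DMSO wells given calcium and 100% = 1 mM EGTA wells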
SENP8 block: inhibitors of human SENP8 protease; recombinant SENP8, Nedd8 substrate fluorescence; 360,000 tested, 0.64% active; AID 602440; Q96LD8; inhibition, % at 20 µM; in the data active means inhibition mostly above about 40%, no sharp cut-off; inactive means mostly below about 27%
Target sequence (Q96LD8 whole entry, looked up): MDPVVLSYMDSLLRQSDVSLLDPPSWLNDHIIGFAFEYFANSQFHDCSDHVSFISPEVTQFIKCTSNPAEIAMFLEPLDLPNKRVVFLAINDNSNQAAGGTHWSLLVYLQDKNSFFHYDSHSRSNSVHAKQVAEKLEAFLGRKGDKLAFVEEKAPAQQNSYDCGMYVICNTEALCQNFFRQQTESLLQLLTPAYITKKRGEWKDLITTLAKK
hIAP act: increases human intestinal alkaline phosphatase activity. P09923. purified human IAP, CDP-Star luminescence, 30 min; stronger effect = higher value; 1 = vehicle-only enzyme, 0 = enzyme-free background. activation factor at 10 µM. 330,000 tested, 0.16% active. AID 2524;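 active means activation factor of the enzyme at least 2-fold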; further: the source names both 10 and 20 µM as test concentration; values of inactives mirror those of a sister screen read the other way
Target sequence (P09923 whole entry, looked up): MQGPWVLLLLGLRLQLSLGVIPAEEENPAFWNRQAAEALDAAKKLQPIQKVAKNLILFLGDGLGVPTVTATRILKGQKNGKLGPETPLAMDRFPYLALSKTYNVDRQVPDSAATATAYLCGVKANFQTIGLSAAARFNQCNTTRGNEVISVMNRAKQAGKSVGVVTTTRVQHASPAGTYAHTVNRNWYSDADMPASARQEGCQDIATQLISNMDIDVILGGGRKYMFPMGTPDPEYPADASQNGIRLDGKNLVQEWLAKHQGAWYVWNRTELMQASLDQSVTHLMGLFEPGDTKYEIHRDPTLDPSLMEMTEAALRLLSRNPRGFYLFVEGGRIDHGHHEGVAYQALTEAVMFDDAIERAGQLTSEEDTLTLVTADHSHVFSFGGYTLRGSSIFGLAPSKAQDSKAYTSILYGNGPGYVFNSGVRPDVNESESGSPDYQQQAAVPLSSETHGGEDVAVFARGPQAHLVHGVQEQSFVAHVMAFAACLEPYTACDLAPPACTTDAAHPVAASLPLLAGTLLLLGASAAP
GRIN3A LBD mod: NR3A (human) ligand-binding domain modulation. NR3A LBD differential scanning fluorimetry, Tm shift; 0% = protein alone, 100% = glycine-bound protein. Tm shift relative to glycine control, % at 25 µM. 340,000 tested, 2.5% active. AID 1259313;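 active means melting temperature shift of at least 10% of the positive control shift, at one fixed dose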
PfGluPho inh: PfG6PD (Plasmodium falciparum) enzyme inhibition | PfGluPho enzyme, NADPH resazurin-diaphorase fluorescence | inhibition, % at 20 µM | 350,000 tested, 0.78% active;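 active means inhibition reaching at least a set limit at 20 µM in the primary screen, cut at about 59% in these data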;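 further: 0% = DMSO wells with substrate and 100% = DMSO wells lacking glucose-6-phosphate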
SENP1 FRET inh: inhibitors of human SENP1 SUMO protease catalytic domain | recombinant SENP1 catalytic domain, CyPet-SUMO1-YPet FRET cleavage | AID 624204 | inhibition, % at 10 µM | Q9P0U3 | 360,000 tested, 0.21% active;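 active means inhibition at least 30% at 10 µM, raw YFP signal under a set limit, fluorescence ratio 0.5 to 1.5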;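 further: 0% = enzyme with DMSO and 100% = no enzyme wells; some results filed as inactive read as strong as hits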
Target sequence (Q9P0U3 419-644 limits assumed): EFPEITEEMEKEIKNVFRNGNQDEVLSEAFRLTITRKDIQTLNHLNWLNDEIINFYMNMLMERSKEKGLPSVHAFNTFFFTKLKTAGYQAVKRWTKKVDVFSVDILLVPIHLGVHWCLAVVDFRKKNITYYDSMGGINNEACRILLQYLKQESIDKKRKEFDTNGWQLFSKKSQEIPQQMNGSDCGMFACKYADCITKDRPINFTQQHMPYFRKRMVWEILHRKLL
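Test system: human SENP1 catalytic domain; medium: Tris pH 8 buffer plus EDTA, NaCl, BME, BSA, NP40, catalase; incubation: 50 min reaction at room temperature; technique: FRET, CFP and YFP emission; controls: no-enzyme low control and enzyme-plus-DMSO high control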
* = called active by the depositor; i = inactive; . = not tested or not shown.

SMILES	ATG4B inhibitor	SENP6 block	MPTP block	SENP8 block	hIAP act	GRIN3A LBD mod	PfGluPho inh	SENP1 FRET inh
CCN(CC(=O)Nc1ccccc1OC)C(=O)/C=C/c1cccs1	-9	-6	-1.4	14	0.75	1	3	0
COC(=O)C1=CN(Cc2ccc(OC)c(OC)c2)C=C(C(=O)OC)C1c1cccs1	4	.	1.8	-436	.	-3	-5	-17
CC(C)CN1C(=O)C(=O)N(CC(=O)NC2CCCc3ccccc32)C1=O (configuration not stated)	-1	9	-1.3	6	1	0	-3	0
COc1ccccc1OCCNC1CCCC1	-5	-5	0.7	7	1.1	1	-7	-4
CN(C)C(CNC1CC(C)(C)NC(C)(C)C1)c1cccc(F)c1 (configuration not stated)	-9	-15	-0.4	4	0.93	1	7	-4
O=C1C2CC=CCC2C(=O)N1c1ccc(NCCc2ccc(O)cc2)c([N+](=O)[O-])c1 (configuration not stated)	-14	-1	91*	35	1.2	3	-9	8
COCCN1C(=O)N(c2cccc(C)c2)C(=O)C1CC(=O)Nc1cc(OC)cc(OC)c1 (configuration not stated)	-14	-2	-0.1	18	0.93	0	7	3
COc1cc2[nH]c(=S)n(Cc3ccco3)c(=O)c2cc1OC	-4	-17	-0.6	4	0.9	1	25	0
CCCCN1C=C(C(=O)OC)C(c2ccccc2C(F)(F)F)C(C(=O)OC)=C1	-3	-4	2.2	i	1.1	0	-2	-22
NC(=O)/C(=C/c1cccnc1)NC(=O)c1ccccc1	-1	3	-0.7	1	1.1	1	12	1
COc1ccc(C2=NOC(Cn3nc(-c4ccccc4)cc3C(=O)NCc3ccco3)C2)cc1 (configuration not stated)	-9	8	0.1	12	1	-14	-7	0
CC(=O)C(Cc1ccccc1)NC(=O)CCl (configuration not stated)	2	-11	0.6	16	1.1	-1	-8	4
CCN(CC)CCNC(=O)C1c2ccccc2C(=O)N(C)C1c1cn(C)c2ccccc12 (configuration not stated)	-2	-3	-4.0	22	0.98	1	9	2
Cc1ccc(NC(=O)c2cncc(Br)c2)cc1S(=O)(=O)N(C)C	4	6	-0.9	12	1	-4	4	-2
O=C(NCCCN1CCOCC1)c1ccccc1N1C(=O)[C@@H]2Cc3c([nH]c4ccccc34)C(c3cccc(Cl)c3)N2C1=O (some centres not stated)	-12	-14	-0.4	25	1.1	-3	8	-24
Cc1cc(C)c(S(=O)(=O)N2CCCOC2CNC(=O)C(=O)NCc2ccncc2)c(C)c1 (configuration not stated)	-3	7	1.9	16	0.99	-1	-8	3
CC(C)(C)Nc1nc(N)nc(Cl)n1	-5	-4	-0.4	5	0.9	1	-6	0
Cn1nnnc1SCC(=O)Nc1ccccc1C(=O)NCc1ccccc1	9	-19	-0.6	9	1.3	0	-18	3
O=C(N/C(=C\c1ccc(Br)cc1)C(=O)N1CCCC1)c1ccccc1F	2	-5	-1.3	27	0.94	0	-1	1
COc1ccc(CNC(=O)c2cc(-c3cc(C)ccc3O)n[nH]2)cc1	-12	-12	5.6	20	2.4*	-7	-6	0
O=C(Nc1cnn(C23CC4CC(CC(C4)C2)C3)c1)c1cnn2cccnc12	-13	3	0.6	8	0.88	-1	23	1
O=C1C2C3CCC(O3)C2C(=O)N1c1cccc(O)c1 (configuration not stated)	-6	2	0.4	2	0.9	-2	1	-4
CC(Oc1ccccc1)C(=O)NC1CCSc2ccccc21 (configuration not stated)	7	-2	0.2	11	0.9	1	-6	2
CCc1noc(C)c1C(=O)Nc1nc(-c2ccc(OC)c(OC)c2)cs1	-19	-14	0.7	-46	1	-2	16	-21
CN(C)S(=O)(=O)c1ccc2[nH]cc(/C=C/c3nc4ccccc4c(=O)n3-c3ccccc3)c2c1	42*	3	0.6	-265	1.1	10	5	-27
(list continues)
SMILES	ATG4B inhibitor	SENP6 block	MPTP block	SENP8 block	hIAP act	GRIN3A LBD mod	PfGluPho inh	SENP1 FRET inh
COc1cccc(NC(=S)N2CCN(Cc3ccccc3)CC2)c1	5	-25	-0.8	7	1	-4	10	0
CC(OC(=O)c1ccc(S(=O)(=O)NCc2ccco2)cc1)C(=O)Nc1ccc(Cl)cn1 (configuration not stated)	3	-22	2.3	13	0.93	0	12	1
CN(C)S(=O)(=O)N1CCC(Oc2cccc(C(=O)N3CCSCC3)c2)CC1	20	-2	0.9	2	1.1	4	-5	2
COc1ccccc1NS(=O)(=O)c1ccc(C)c(NC(=O)NC2CCCCC2)c1	8	1	3.9	23	1.1	-7	-15	-1
COc1ccc(CCNC(=O)c2sc(=S)n(C)c2N)cc1	-8	3	-0.9	7	0.97	-5	46	-2
CCC(C)NS(=O)(=O)c1ccc(NS(C)(=O)=O)cc1 (configuration not stated)	1	-13	-0.9	23	1	-14	-16	2
Cc1ccc(C(=O)C[n+]2ccc3ccccc3c2)cc1	6	15	0.3	3	0.95	0	-7	-1
Cc1cccc(N2C(=O)N3[C@H](c4ccc(F)cc4)[C@@H]4C(=O)N(C5CCCCC5)C(=O)[C@@H]4[C@]3(Cc3ccccc3)C2=O)c1	-7	-9	0.6	7	0.99	-7	-22	3
COc1cccc(NC(=O)c2ccc3c(c2)N(CC(=O)N2CCCCC2)C(=O)C(C)(C)O3)c1	-2	-2	-1.6	12	0.81	-1	2	-2
O=C(c1ccc(=O)[nH]n1)N1CCN(S(=O)(=O)c2ccccc2F)CC1	-4	-6	0.0	12	0.81	1	-5	1
COc1ccc(NC(=O)CCCc2nc3ccccc3c(=O)[nH]2)cc1Cl	-6	7	-1.6	11	0.95	-22	19	0
CCOc1ccc(NC(=O)CN(C)C(=O)c2cccc3ccccc23)cc1OCC	-5	-7	1.6	6	0.95	1	2	0
CCN1CCN(c2c(C=O)c(Cl)nc3ccc(OC)cc23)CC1	-3	2	-0.1	-2	1.2	-4	-1	-12
CC1CN(/C(=N\S(=O)(=O)c2ccccc2)c2ccccc2)CC(C)O1 (configuration not stated)	-1	-1	1.0	16	1.1	2	0	1
Cc1ccc(CN2CC(=O)N3[C@H]4c5cc(C)ccc5OC[C@@H]4[C@H](c4ccccc4)[C@]3(C)C2=O)cc1	-10	-14	9.4	-6	1.1	-3	17	-7
CN(C)CC(=O)Nc1nc(-c2ccccc2)cs1	4	-4	-1.2	23	1.2	-2	3	1
OCCN(CCO)CC(O)Cn1c2ccccc2c2ccccc21 (configuration not stated)	1	-29	1.8	-4	1.1	-10	-3	-1
N#Cc1ccccc1COc1cccc2c1CCCC2O (configuration not stated)	-3	0	1.4	11	0.94	-1	8	0
O=c1sc(Nc2ccccc2)nc2ccsc12	10	-4	5.0	-257	1	-11	-6	-10
N#C/C(=C\c1ccc([N+](=O)[O-])cc1)C(=O)Nc1ccccc1O	7	1	5.0	8	1.1	-27	21	1
N#Cc1c(-c2ccccc2)nc(N2CCCCCC2)[nH]c1=O	15	-16	2.1	-216	0.99	0	-30	-3
CC(=O)c1cccc(NC(=O)C=C(C)C)c1	-6	-16	20	12	0.99	2	0	2
COc1ccc(C(CC(=O)O)NC(=O)C(c2ccccc2)c2ccccc2)cc1 (configuration not stated)	-3	0	-0.4	12	0.97	-2	-19	2
CCCCNC(=O)C(=O)N/N=C/c1ccc(OCC(=O)Nc2cccc(OC)c2)c(OC)c1	-9	14	14	-277	1.1	11*	-7	0
O=C(O)CC(C(=O)O)N1C(=O)/C(=C/c2ccc(-c3nc4ccccc4s3)o2)SC1=S (configuration not stated)	68*	-18	-14	-10	0.94	6	44	-13
Further results
SMILES	ATG4B inhibitor	SENP6 block	MPTP block	SENP8 block	hIAP act	GRIN3A LBD mod	PfGluPho inh	SENP1 FRET inh
COc1ccc(NC(=O)c2cc(C(C)C)on2)c(OC)c1	-7	-16	-1.6	6	1	1	9	0
Cc1cc(C)cc(N(C(=O)c2snc(C(N)=O)c2N)C(C(=O)NCC2CCCO2)c2cccs2)c1 (configuration not stated)	-4	-10	-1.0	-379	1.1	-2	25	-37
CC(C)c1ccc(S(=O)(=O)Nc2ccc(SC(F)F)cc2)cc1	-3	-12	72*	16	1.1	13*	22	1
CC1CC1C(=O)OCc1cc(=O)n2cc(Br)ccc2n1 (configuration not stated)	7	-7	-6.3	-186	1	0	-5	0
COc1cccc(S(=O)(=O)N(C)C[C@@H]2Oc3ncc(C#CCN(C)C)cc3C(=O)N([C@H](C)CO)C[C@H]2C)c1	.	.	-1.9	8	.	.	-12	1
Cc1onc(-c2c(Cl)cccc2Cl)c1C(=O)NCC1CCCO1 (configuration not stated)	-7	-12	2.2	4	1.1	2	4	0
S=C(NCCCN1CCOCC1)Nc1ccc(N2CCOCC2)cc1	2	-2	0.9	19	1.1	-2	-13	1
CC(=O)C1=C(O)C(=O)N(c2ccccn2)C1c1cccc(F)c1 (configuration not stated)	3	11	-0.6	-66	0.98	-1	11	-3
COc1ccc(CC(=O)N/N=C(\C)c2ccc(Br)s2)cc1	-7	-13	2.1	10	0.91	2	4	3
Nc1ccc(C2CCCc3nonc32)c2nonc12 (configuration not stated)	-7	27	0.2	57*	1.1	1	10	35*
Cc1ccc(C(=O)NN2C(=O)C3C4C=CC(C5CC45)C3C2=O)cc1 (configuration not stated)	-8	-11	0.1	9	1.1	-1	-3	1
O=C(COC(=O)c1cccc([N+](=O)[O-])c1)NCc1ccc2c(c1)OCO2	-7	-3	0.0	18	1.1	0	13	1
COc1ccc(S(=O)(=O)N2CCN(CC(=O)N3CCc4ccccc4C3)CC2)cc1OC	-6	-4	-2.6	7	0.9	0	-2	2
CN(CCc1ccccn1)C(=O)Nc1ccc(F)cc1	-13	-6	-11	12	1	-3	2	2
Cc1ccc(S(=O)(=O)NCCC(=O)NCC(c2cccs2)N(C)C)cc1C (configuration not stated)	-1	9	-0.5	17	0.88	-2	-3	-1
COc1ccc2c(c1)c(C(=O)CN1CCCCC1)c(C)n2C	0	-35	2.2	26	0.88	1	-9	-2
Cc1ccc(-c2nc(S(=O)(=O)c3ccc(C)cc3)c(N3CCOCC3)o2)cc1	5	14	-0.5	-40	0.96	-4	-7	1
c1ccc2c(c1)c1c(c3ccccc32)CN2CCCC2C1 (configuration not stated)	8	.	0.6	-462	.	-4	65*	-45
CCC(=O)Nc1ccc(NC(=O)CSc2nnc(-c3ccco3)n2CC)cc1	-1	-38	-0.6	8	1.1	-3	15	0
COc1ccc([N+](=O)[O-])cc1-n1cnnn1	-3	3	-0.4	20	1	-2	-6	2
Cc1c(C(=O)OC2CCCC2C)[nH]c2c1C(=O)CCC2 (configuration not stated)	-1	6	-2.4	8	0.95	-3	2	-1
CCCc1cc(C(=O)NCc2ccco2)no1	-8	-14	1.6	11	1	0	3	0
Cc1ccc(S(=O)(=O)Oc2ccccc2[N+](=O)[O-])cc1	12	.	-0.6	31	.	-10	3	2
CCOC(=O)CCCCC(=O)c1[nH]c(=O)[nH]c1C[n+]1ccc(C)cc1	-2	-12	0.0	1	0.98	0	6	3

A portion from further up, as a working copy:
SMILES	ATG4B inhibitor	SENP6 block	MPTP block	SENP8 block	hIAP act	GRIN3A LBD mod	PfGluPho inh	SENP1 FRET inh
COc1ccc(NC(=O)c2cc(C(C)C)on2)c(OC)c1	-7	-16	-1.6	6	1	1	9	0
Cc1cc(C)cc(N(C(=O)c2snc(C(N)=O)c2N)C(C(=O)NCC2CCCO2)c2cccs2)c1 (configuration not stated)	-4	-10	-1.0	-379	1.1	-2	25	-37
CC(C)c1ccc(S(=O)(=O)Nc2ccc(SC(F)F)cc2)cc1	-3	-12	72*	16	1.1	13*	22	1
CC1CC1C(=O)OCc1cc(=O)n2cc(Br)ccc2n1 (configuration not stated)	7	-7	-6.3	-186	1	0	-5	0
COc1cccc(S(=O)(=O)N(C)C[C@@H]2Oc3ncc(C#CCN(C)C)cc3C(=O)N([C@H](C)CO)C[C@H]2C)c1	.	.	-1.9	8	.	.	-12	1
Cc1onc(-c2c(Cl)cccc2Cl)c1C(=O)NCC1CCCO1 (configuration not stated)	-7	-12	2.2	4	1.1	2	4	0

Compound profiles (already shown). Values in the order: ATG4B inhibitor, SENP6 block, MPTP block, SENP8 block, hIAP act, GRIN3A LBD mod, PfGluPho inh, SENP1 FRET inh
c1ccc2c(c1)c1c(c3ccccc32)CN2CCCC2C1 (configuration not stated) is listed as 8, ., 0.6, -462, ., -4, 65*, -45
Cc1ccc(S(=O)(=O)NCCC(=O)NCC(c2cccs2)N(C)C)cc1C (configuration not stated) is listed as -1, 9, -0.5, 17, 0.88, -2, -3, -1
